N370S GC: N370S glucocerebrosidase modulation, Gaucher chaperone candidate. AID 2101. actives 0.092% (n = 330,000). Potency, µM (top dose mostly 59.4 µM), for inactives: at the highest dose activity change, negative = inhibition, hits mostly inhibitors. P04062. N370S GC spleen homogenate, 4MU-glucoside fluorescence;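 note: 0% = full enzyme activity and -100% = no enzyme basal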
TDP1 inh: blocks human tyrosyl-DNA phosphodiesterase 1; Q9NUW8; recombinant TDP1, AlphaScreen DNA substrate cleavage; actives 0.28% (n = 350,000); Potency, µM (doses to about 130 µM), for inactives: at the top dose activity change, negative = inhibition, actives largely listed as inhibitors; note: nearly all actives have a fitted effect of over 40% in size
Target sequence (Q9NUW8 whole entry, looked up): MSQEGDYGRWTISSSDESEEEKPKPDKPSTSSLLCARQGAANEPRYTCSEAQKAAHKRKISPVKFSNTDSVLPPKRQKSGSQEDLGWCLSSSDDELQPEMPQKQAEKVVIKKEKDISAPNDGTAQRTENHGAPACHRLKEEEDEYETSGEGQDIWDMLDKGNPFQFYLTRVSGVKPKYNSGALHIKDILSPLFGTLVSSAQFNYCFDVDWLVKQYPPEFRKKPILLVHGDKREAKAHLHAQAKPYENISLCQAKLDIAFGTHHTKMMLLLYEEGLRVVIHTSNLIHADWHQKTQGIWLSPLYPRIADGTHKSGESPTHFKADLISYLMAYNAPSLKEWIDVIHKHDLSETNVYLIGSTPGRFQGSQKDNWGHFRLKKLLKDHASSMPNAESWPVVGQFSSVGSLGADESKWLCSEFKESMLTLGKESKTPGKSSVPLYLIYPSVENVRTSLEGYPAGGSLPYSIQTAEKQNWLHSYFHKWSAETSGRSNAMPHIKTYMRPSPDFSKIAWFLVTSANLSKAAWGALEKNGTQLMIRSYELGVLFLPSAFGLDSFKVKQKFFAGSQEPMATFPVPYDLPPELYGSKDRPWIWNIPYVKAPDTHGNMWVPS
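Here, a 5' biotin and 3' phosphotyrosine-FITC DNA oligonucleotide reports Tdp1 activity: intact substrate bridges AlphaScreen beads, while cleavage leaves a 3' phosphate and drops signal. All incubations at room temperature.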
TDP1 cell noCPT: qHTS for Inhibitors of human tyrosyl-DNA phosphodiesterase 1 (TDP1): qHTS in cells in absence of CPT; DT40 Tdp1-/- hTDP1 cells, no CPT, ATP luminescence, 48 h; Potency, µM (series often up to 46.2 µM), for inactives: at the top dose activity change, negative = growth inhibition, actives largely listed as inhibitors; actives 15% (n = 420,000); note: nearly all actives have a fitted effect of over 55% in size
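Stably hTDP1-transfected Tdp1-null chicken DT40 cells were treated with library compounds minus camptothecin and grown for at least 48 hr at 37 °C, after which cellular ATP was quantified by luminescence.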
The depositor's hits bear a star; ? = inconclusive; / = not tested or not shown; [ ] = another dose, or the depositor's remark. Calls come from the whole dose curve; as a rule, active = well fitted curve in the direction sought with a large enough effect; inconclusive = small, poorly fitted or top-dose-only effect, or another doubt; inactive = no such curve, though single readings can be large; an effect the other way counts as inactive or inconclusive. Unless noted, % is set by controls: 0 for no effect and ±100 for the full control effect; potency is the fitted concentration of half-maximal effect.

SMILES	N370S GC	TDP1 inh	TDP1 cell noCPT
COc1cccc(OC)c1C(=O)NC(=S)N1CCN(c2ccc(C(F)(F)F)cc2[N+](=O)[O-])CC1	-1%	9%	?
CC(=O)c1cccc(NC(=O)Cn2ccn3nc(-c4ccccc4)cc3c2=O)c1	/	4%	3%
CCOc1ccc(-c2[nH]ncc2Oc2ccccc2OCC)c(O)c1	-8%	6%	?
COc1ccc(N2CCN(C(=O)C3CCN(S(=O)(=O)c4cn(C)cn4)CC3)CC2)cc1	/	-4%	3%
O=C(CN1C(=O)C2C3CCC(C3)C2C1=O)OCC(=O)c1cccc([N+](=O)[O-])c1 (configuration not stated)	-6%	1%	?
CCOC(=O)C1CCN(C(=O)c2cnn3c(C)cc(C)nc23)CC1	-2%	-2%	-4%
CCNc1nc2nonc2nc1NCC	1%	6%	-15%
O=C1CC(C(=O)Nc2ccc(C(=O)O)cc2)C(c2ccccc2)O1 (configuration not stated)	-14%	-5%	1%
Cn1ccnc1SCc1ccc([N+](=O)[O-])cc1	3%	4%	12%
Cc1cccc(-c2noc(CCCC(=O)NCc3ccco3)n2)c1	/	6%	16µM*
O=C(CSc1nc2ccccc2n1CC(=O)N1CCCC1)Nc1nccs1	5%	4%	-7%
COc1ccc(S(=O)(=O)NCCC(=O)NCc2cccs2)cc1	5%	2%	-3%
O=C(NCc1ccccc1OC(F)(F)F)C1CCC(=O)N(Cc2ccccn2)C1 (configuration not stated)	0%	3%	?
COc1ccc2c(c1OC)C(C1c3c(cc4c(c3OC)OCO4)CCN1C)OC2=O (configuration not stated)	-10%	?	?
Cc1c(NC(=O)c2cc3ccccc3oc2=O)c(=O)n(-c2ccccc2)n1C	9%	3%	2%
COc1ccccc1-c1c(C(F)(F)F)oc2cc(OC(=O)c3cccc([N+](=O)[O-])c3C)ccc2c1=O	-2%	8%	23µM*
NC(=O)NC(N)=O	11%	10%	/
C=CCn1c(SCc2ccccc2C#N)nnc1-c1ccccc1O	/	0%	-15%
C=Cc1ccc(Cn2c(C(=O)O)c(CNC3CCCCC3)c3ccc(OC)cc32)cc1	/	8%	21µM*
CCOc1ccccc1NC(=O)N1CCCc2ccccc21	-2%	-9%[56.1 µM]	-3%
COc1ccc(C(NC(=O)c2ccc(-c3ccccc3)cc2)c2ccccc2)cc1 (configuration not stated)	4%	-8%	13µM*
CCOc1ccc(NC(=O)c2cc(Cl)nc3ccccc23)cc1	0%	2%	15µM*
CC(C)CCN1CCC(n2nccc2NC(=O)C2CCOC2)CC1 (configuration not stated)	-15%	0%	24%
C=CCNCCCCOc1ccc(OCc2ccccc2)cc1	-18%	2%	23µM*
CCOC(=O)N1CCC(c2cc(=O)n3[nH]ccc3n2)CC1	-2%	-1%	-18%

Continued.
SMILES	N370S GC	TDP1 inh	TDP1 cell noCPT
COc1ccc(N2CCN(c3nc(NCCc4ccc(OC)c(OC)c4)nc(OC)n3)CC2)cc1	-29%	8%	4.6µM*
O=C(NCCCC(=O)N1CCOCC1)c1cccnc1	-1%	0%	1%
O=C(Nc1ccccc1)C(Cc1cccs1)c1nn[nH]n1 (configuration not stated)	-13%	-6%	?
CCC(CC)C(=O)NCc1ccccc1Cl	1%	2%	-6%
COc1ccc(-n2nc(C(=O)NCC(=O)Nc3ccccn3)c3ccccc3c2=O)cc1	8%	4%	-26%
OC(CN1CCN(Cc2ccccc2)CC1)Cn1c2ccccc2c2ccccc21 (configuration not stated)	-28%	8%	?
CN(C)c1ccc(/C=N/NC(=O)c2cccc(N3CCCC3=O)c2)cc1	-14%	-2%	-17%
CCCCn1c(CCc2ccccc2)nc2cc3[nH]c(=O)c(C(C)C)nc3cc21	?	/	?
Cc1c(Cl)cccc1NS(=O)(=O)c1ccc2c(c1)C1C=CCC1C(c1ccc(C(=O)O)cc1)N2 (configuration not stated)	-12%	/	0%
COc1ccc(NC(=O)CSc2nc3ccccc3nc2N2CCCC2)c(OC)c1	0%	/	?
O=C(OCC(=O)N1CCCc2ccccc21)c1cnc(Cl)c(Cl)c1	18%	-1%	7%
CCCc1ccc(OCc2ccc(C(=O)N3CCCC3)o2)cc1	29%	/	21µM*
Cc1cc(C)c(NC(=O)CSCc2c(C)noc2C)c(Cl)c1	-7%	-6%	-25%
CC(=O)Nc1nc(C)c(Cc2ccccc2)c(=O)[nH]1	?	-4%	4%
CC(NC(=O)c1cccc(S(=O)(=O)N2CCN(Cc3ccccc3)CC2)c1)c1ccc(Br)cc1 (configuration not stated)	?	0%	?
CCn1c(=O)cc(SCC(=O)N2CCN(C(=O)c3ccco3)CC2)c2ccccc21	5%	2%	?
CCN(CC)C(=O)CSc1ncnc2c(-c3ccc(OC)cc3)nsc12	5%	-4%	/
O=C(O)CCN1C(=O)c2ccc(NC(=O)CCc3ccccc3)cc2C1=O	0%	/	-1%
N/C(=N\OC(=O)C1CCCCC1)c1ccc(Cl)cc1	0%	-12%	3%
Cc1ccc(C)c(NC(=O)C(C)CC2COCCO2)c1 (configuration not stated)	2%	4%	-4%
CC(=O)Nc1ccc(SC[C@H](Cc2ccccc2)N2CCN(CCc3ccccc3)CCC2=O)cc1	-22%	4%	?
CCCCCn1c(S(=O)(=O)O)nc2ccccc21	3%	-5%	-17%
CNC(=O)CCCN1C(=O)c2cccnc2Sc2ccccc21	/	1%	16%
CCOC(=O)N1CCN(c2c(N3CCN(c4cccc(C)c4C)CC3)c(=O)c2=O)CC1	-3%	-1%	-9%
OC(CNCc1ccccc1Cl)COc1ccc(F)cc1 (configuration not stated)	-14%	3%	?

Next part.
SMILES	N370S GC	TDP1 inh	TDP1 cell noCPT
CC(C)c1[nH]nc2c1C(C1C=CCCC1)C(C#N)=C(N)O2 (configuration not stated)	-21%	9%	13µM*
O=c1[nH]nc(Cc2ccc(-c3ccc(Cl)cc3)o2)c2ccccc12	1%	6%	?
CCN(CC)C(=O)C(=O)N/N=C/c1ccc(Br)cc1	5%	0%	-22%
O=C1OC(=O)c2c(Cl)c(Cl)c(Cl)c(Cl)c21	-3%	6%	/
CCOc1ccc(S(=O)(=O)N(C)c2ccc(OCC(=O)NCC3CCCCC3)cc2)cc1	/	-1%	21µM*
COCCn1cc(C(=O)NCCN(C)C)c2c3ccccc3n(C)c2c1=O	?	/	?
CCN(CC)c1ccc(/C=N/Nc2ccccc2)c(O)c1	2%	8%	?
CCc1nnc(NC(=O)C(=O)NCCOC(=O)c2ccccc2Cl)s1	-23%	4%	-25%
CC(=O)c1cccc(OCC(=O)N2CCCc3ccccc32)c1	3%	7%	16µM*
Cc1c(NC(=O)Cc2noc3ccccc23)cccc1[N+](=O)[O-]	5%	2%	-4%
C/C(=N\NC(=O)c1nnn(-c2nonc2N)c1-c1ccccc1)c1cccnc1	-1%	1%	18%
Cc1cc(OCC(=O)NCc2ccncc2)c2c(C)c(C)c(=O)oc2c1	-1%	2%	?
CC(OC(=O)CCNS(=O)(=O)c1cccs1)C(=O)Nc1ccc(S(N)(=O)=O)cc1 (configuration not stated)	/	0%	-2%
CCCCN(C)CCN1C(=O)C2C(C(=O)Nc3ccc(C)cc3)C3C=CC2(O3)C1C(=O)NC1CCCCC1 (configuration not stated)	-6%	6%	-22%
CN(CC(=O)Nc1cccc(F)c1)C(=O)CSc1nc2ccccc2s1	-9%	/	-26%
Cc1ccc2c(c1)C1CN(C)CCC1N2S(=O)(=O)c1cc(C(F)(F)F)ccc1Cl (configuration not stated)	/	0%[56.1 µM]	?
O=C(NC(O)C(=O)c1ccccc1)c1ccccn1 (configuration not stated)	2%	2%	?
COc1ccc(OCC(=O)Nc2c(Cl)ccc3nsnc23)cc1	-14%	3%	?
O=C(c1cccs1)n1nc(-c2ccccc2)nc1NCc1ccco1	-1%	0%[56.1 µM]	?
CCC(=O)Nc1cccc(-c2ccc(N3CCC(C)CC3)nn2)c1	-1%	2%	23µM*
Cc1nn(C)cc1CNCc1c(C(=O)N2CCCCC2)nc2c(C)cccn12	-1%	0%	-5%
O=C(CN1CCN(S(=O)(=O)c2ccc(Cl)cc2)CC1)Nc1ccc2c(c1)OCCO2	4%	4%	15µM*
Cc1ccc(NC(=O)c2cnccn2)c(Br)c1	-1%	/	10%
Cc1nnc(NC(=O)CS(=O)(=O)Cc2ccccc2)s1	-1%	0%	-10%
O=C(NCC(=O)N1CCN(c2ccccc2O)CC1)c1ccc2c(c1)OCO2	3%	0%	4%

(listing goes on)
SMILES	N370S GC	TDP1 inh	TDP1 cell noCPT
O=C(O)c1ccccc1-c1oc2cc(O)ccc2c(=O)c1Oc1ccccc1	?	-4%	-19%[9.04 µM]
CCc1nc2scc(-c3cccs3)c2c(=O)o1	4%	-11%	-27%
O=C(C1CCCN(S(=O)(=O)c2cccc3nonc23)C1)N1CCN(c2cccc(C(F)(F)F)c2)CC1 (configuration not stated)	/	-9%[12.3 µM]	12µM*
CCCC1CCC(c2ccc(OCC)cc2)=CC1=O (configuration not stated)	5%	/	?
Cc1ccc(C(=O)NCC(=O)NC2CC2)cc1	/	0%	4%
Cc1ccc(-n2cnc3cc(C(=O)NCc4ccccc4Cl)ccc32)c(C)c1	/	5%	23µM*
Cc1nn(-c2ccccc2)c(C)c1C(=O)OCC(=O)Nc1ccccc1C(F)(F)F	/	1%	?
CC1(C)CC(=O)c2ccc(OCc3ccc([N+](=O)[O-])cc3)cc2O1	-3%	5%	?
Cc1ccc(S(=O)(=O)Nc2ccccc2F)cc1C(=O)N1CCCC1	/	0%	7%
O=S(=O)(c1ccccc1)N1CCC2(CCN(c3cccc(-c4ccccc4)c3)CC2)CC1	7%	/	-18%
Cc1cccc(C(=O)NCCCNC(=O)c2cccc(C)c2)c1	0%	/	-10%
COc1cc(CNc2ccc3[nH]c(=O)[nH]c3c2)cc(Br)c1OCC(=O)NC(C)(C)C	/	8%	?
O=C(CN1C(=O)c2ccccc2C1=O)Nc1ccccc1C(=O)N1CCCC1	2%	1%	-1%
Cc1c(Cl)cccc1NC(=O)CNS(=O)(=O)c1cccs1	/	7%	-3%
Nc1ncnc2c1[nH]c(=O)n2C1CC(O)C(CO)O1 (configuration not stated)	13%	10%[56.1 µM]	0%
Cc1nc2ccc(S(=O)(=O)NC(C(=O)NCc3cccs3)C(C)C)cc2s1 (configuration not stated)	4%	-5%	-4%
Oc1c(Cl)cccc1C=Nc1cc(C(F)(F)F)ccc1N1CCCC1	12%	7%	?
CCOC(=O)N1CCN(S(=O)(=O)/C=C/c2ccccc2)CC1	-1%	0%	-12%
Cc1cn2c(=O)c(C(=O)NCc3ccc4c(c3)OCO4)cnc2s1	-2%	/	-5%
CCSc1nnc(NC(=O)CSC2=NN3CCCC(=O)N=C3S2)s1	2%	4%	17%
Cc1ccc(S(=O)(=O)N2CCN(c3ccccc3)CC2)s1	/	-1%	-4%
Cc1noc(C)c1-c1ccc2ncnc(NCc3cccc(C(F)(F)F)c3)c2c1	3%	3%	/
Cc1cccc(N2CC(c3nc4ccccc4n3CCC3CCCCC3)CC2=O)c1 (configuration not stated)	/	6%	18µM*
S=C(Nc1ccccc1Cl)N1CCCC1	3%	-1%	0%
O=C(NCc1ccncc1)c1nnc(Cc2c(F)cccc2Cl)o1	3%	1%	-14%

The list goes on.
SMILES	N370S GC	TDP1 inh	TDP1 cell noCPT
O=C(CCSCCc1ccncc1)NCCCN1CCOCC1	-8%	4%	-8%
CC(=O)Nc1ccc2c(c1)nc(CCN1CCOCC1)n2C	8%	1%	?
Cc1ccc(NC(=O)/C(C#N)=C(\N)C(Cl)(Cl)Cl)nc1	3%	5%	2.1µM*
Cc1ccc(C2CC(c3ccco3)=NN2S(C)(=O)=O)cc1 (configuration not stated)	2%	3%	-4%
Cc1cc(C)n2nc(SCc3ccccc3F)nc2n1	10%	/	-13%
CC(C)CC(=O)Nc1ccccc1Oc1ccccc1	/	-6%	-29%
COC(=O)CNC(=O)Cn1c(=O)n(Cc2ccc(F)cc2)c(=O)c2sccc21	17%	/	?

Only part of the results is shown. The share of hits here may be higher or lower than overall.
